ERK EGF block – EGF-driven ERK pathway inhibition | HEK293-V1b, EGF-stimulated phospho-ERK AlphaScreen | Potency, µM (doses to about 11.5 µM), inactives show at the top dose activity change, negative = inhibition, actives largely listed as inhibitors | 130,000 tested, 0.41% active; active = well fitted inhibition curve with a large enough effect; inconclusive = small, poorly fitted or top-dose-only effect, or effect the other way;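 note: plate controls were stimulated vehicle wells for no effect and unstimulated vehicle basal for full effect; nearly all actives have a fitted effect of over 55% in size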
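EGF-stimulated (25 nM, 5 min) phospho-ERK in HEK293 cells stably expressing V1b, cells pretreated 30 min with compound at 37C. Homogeneous AlphaScreen read on lysates.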
* hit, by the source's call; ? = inconclusive; & = joins results of further samples; [ ] = remark or other dose. Potency is the fitted concentration of half-maximal effect. This is a subset (hit frequency here may not be typical).

A first look:
ERK EGF block	smiles
-2%	CNC(=O)C(=O)NCC1OCCN1S(=O)(=O)c1ccc([N+](=O)[O-])cc1 (stereo not drawn)
25%	Cc1ccc(-c2n[nH]c(=S)n2C)cc1Cl
-2%	Cc1cc(C)cc(OCC(=O)NCc2cc(C)nc3ccccc23)c1
0%	Nc1cccc(-c2cc3ccccc3oc2=O)c1
2%	CN(C)S(=O)(=O)c1ccc(C(=O)Nc2nnc(SCc3cccc(F)c3)s2)cc1
-16%	O=C(Nc1ccccc1F)c1ccc(CSc2ncccn2)cc1

This part in full, from the first entry:
ERK EGF block	smiles
-2%	CNC(=O)C(=O)NCC1OCCN1S(=O)(=O)c1ccc([N+](=O)[O-])cc1 (stereo not drawn)
25%	Cc1ccc(-c2n[nH]c(=S)n2C)cc1Cl
-2%	Cc1cc(C)cc(OCC(=O)NCc2cc(C)nc3ccccc23)c1
0%	Nc1cccc(-c2cc3ccccc3oc2=O)c1
2%	CN(C)S(=O)(=O)c1ccc(C(=O)Nc2nnc(SCc3cccc(F)c3)s2)cc1
-16%	O=C(Nc1ccccc1F)c1ccc(CSc2ncccn2)cc1
-7%	COCCn1c(NCc2ccc(C)cc2)nc2c1c(=O)[nH]c(=O)n2C
-10%[57.5 µM]	Cc1cc(C(=O)Nc2ccc(S(=O)(=O)N3CCOCC3)cc2)c(C)o1
5%[57.5 µM]	COc1ccccc1NC(=O)CC(c1ccc(F)cc1)c1ccco1 (stereo not drawn)
1%	O=c1[nH]c(CSc2ncc(C(F)(F)F)cc2Cl)nc2ccccc12
5%	O=C(N/N=C1\CCc2ccccc21)c1ccncc1
-19%[57.5 µM]	OCCNC(=S)Nc1cc(Cl)cc(Cl)c1

Going on with the list.
ERK EGF block	smiles
9%	O=C(N/N=C/c1cc([N+](=O)[O-])ccc1O)C1CCCCC1
-4%[57.5 µM]	CCCN1C(=O)c2[nH]nc(-c3cc(Cl)c(C)cc3O)c2C1c1ccc(O)c(OC)c1 (stereo not drawn)
?	COc1ccccc1C/C(N)=N/OC(=O)COc1cc(C)cc(C)c1C
-1%	CCc1ccc(C(N)=S)cc1
1%	O=C(NCc1ccncc1)C(=O)N/N=C/c1ccc(OCc2ccccc2)cc1
-7%	COC(=O)[C@@]1(Cc2ccc(F)cc2)[C@H]2c3cc(C(=O)N(C)C)n(C[C@H](O)CO)c3C[C@H]2CN1C(=O)c1ccccc1
-1%	Cc1ccc(NC(=O)c2cc3c(s2)CCCC3)cc1
?	C/C(=N\Nc1nc(Cl)c(Cl)cc1Cl)c1ccc(S(=O)(=O)NCc2ccco2)cc1
0%	COC(=O)c1ccc(/C=C/c2ccc3cccc(OC)c3n2)cc1
2%	Cc1cc(N)n(-c2cc(C)c3ccccc3n2)n1
-3%	O=C(CSc1nc2ccccc2[nH]1)c1c[nH]c2ccccc12
-4%	CC(C)NC[C@H](O)c1ccc2ccccc2c1

(more compounds)
ERK EGF block	smiles
-8%	O=C(CNC(=O)c1ccc(S(=O)(=O)N2CCCC2)cc1)N/N=C/c1ccc(Cl)cc1
?	CCCCCc1ccc(OCCC[n+]2ccccc2)c(CCCCC)c1
-6%	COCC1CCN(Cc2cn(-c3ccccc3F)nc2-c2cc(C)sc2C)CC1
28%	CC(C)CCN1CCN(C2CSCCSC2)CC1CCO (stereo not drawn)
25%	CN(CC(=O)O)S(=O)(=O)c1ccc2c(c1)n(C)c(=O)c(=O)n2C
3%[57.5 µM]	CC1(C)OC(=O)C(=CNc2ccccn2)C(=O)O1
5%	CCC(C)NCCC(=O)Nc1ccc(Cl)c(S(=O)(=O)Nc2ccc(Cl)cc2)c1 (stereo not drawn)
-8%	O=C(NC1CCCC1)c1ccccc1-c1ccccc1
1%	COc1ccc(CNC(=O)CN(c2ccccc2)S(=O)(=O)c2ccccc2[N+](=O)[O-])cc1
-1%	COCCCNC(=S)Nc1ccc2nc3n(c(=O)c2c1)CCCCC3
-7%	COc1ccc(S(=O)(=O)N2CCOC2CNC(=O)C(=O)NCCc2c[nH]c3ccccc23)cc1C (stereo not drawn)
5%[57.5 µM]	CCOc1ccc(NC(=O)CSc2ncc(-c3ccc(F)cc3)n2Cc2ccco2)cc1

Reformatted: four of the compounds above.
SMILES: CCCCCc1ccc(OCCC[n+]2ccccc2)c(CCCCC)c1
  ERK EGF block: ?
SMILES: COCC1CCN(Cc2cn(-c3ccccc3F)nc2-c2cc(C)sc2C)CC1
  ERK EGF block: -6%
SMILES: CC(C)CCN1CCN(C2CSCCSC2)CC1CCO (stereo not drawn)
  ERK EGF block: 28%
SMILES: CN(CC(=O)O)S(=O)(=O)c1ccc2c(c1)n(C)c(=O)c(=O)n2C
  ERK EGF block: 25%

The list continues.
ERK EGF block	smiles
4%	COC(=O)C(/C=N/O)NC(=O)c1ccccc1 (stereo not drawn)
7%	O=c1[nH]c2cc3c(cc2cc1CN(Cc1cccnc1)C(=S)NCc1ccco1)OCO3
-2%	O=C(CCN1CCOCC1)c1ccc2c(c1)OCCO2
-6%	CCn1c(SCC(=O)c2ccccc2)nnc1-c1cccnc1
7%	Cc1ccc(NC(=O)C2CCN(S(=O)(=O)c3cccs3)CC2)cc1
?	CCOC(=O)C1=C(C)NC2=C(C(=O)c3ccccc32)C1c1ccc([N+](=O)[O-])o1 (stereo not drawn)
1%	CC1(C)Cc2c(sc(NC(=O)COc3ccccc3)c2C#N)C(C)(C)N1
2%	CC1=NNC(=O)/C1=C\c1cn(-c2ccccc2)nc1-c1ccccc1
0%	O=C(NN1C(=O)C2C3CCC(O3)C2C1=O)c1ccc(Br)o1 (stereo not drawn)
2%	S=C(NCc1ccco1)Nc1cc(Cl)c(Cl)cc1Cl
12%[57.5 µM]	Cc1cc2cc(CNC(=O)Cc3cccs3)ccc2n1C
-8%	COc1ccc(N2CCN(C(=O)c3cc(=O)[nH]c4ccccc34)CC2)cc1

Continuation:
ERK EGF block	smiles
-2%[57.5 µM]	COc1cc(C(=O)Nc2ccncc2)c([N+](=O)[O-])cc1OC
33%[57.5 µM]	CCOc1cc(Br)c(CC(=O)O)cc1OCC
2%	COc1ccc(S(=O)(=O)CC2(O)CCN(C(=O)CC(C)C)CC2)cc1
2%	O=C(COC(=O)Cc1ccc(F)cc1)Nc1cc(S(=O)(=O)N2CCOCC2)ccc1N1CCCC1
7%	O=c1cc(CSc2nnnn2-c2ccccc2)nc2sccn12
0%[57.5 µM]	O=C(c1ccccc1)N1CCCC(C(=O)N2CCN(c3ccccc3)CC2)C1 (stereo not drawn)
4%	CCCN(Cc1ccccc1)C(=S)Nc1ccc(OCC)cc1
5%	CCCCn1nnc(NC(=O)C(c2ccccc2)c2ccccc2)n1
?	CCCCCCCCCCOC(=O)NC1CCS(=O)(=O)C1 (stereo not drawn)
0%	CCOc1ccc(NC(=O)CC2C(=O)N(CC)C(=S)N2CCN2CCOCC2)cc1 (stereo not drawn)
4%[57.5 µM]	CC(C)NCC(O)COC1CCC(C(C)(C)C)CC1 (stereo not drawn)
1%	O=C(CCn1c(=O)c2ccccc2n(Cc2cc(=O)n3ccccc3n2)c1=O)NCc1ccco1

New compounds follow.
ERK EGF block	smiles
1%[57.5 µM]	O=C(CSCC(=O)Nc1cccc2ccccc12)Nc1cccc2ccccc12
3%[57.5 µM]	CC(=O)N1CC2(C)CN(C(C)=O)CC(C)(C1)C2
-2%	CC(=O)Nc1ccc(S(=O)(=O)N2CCN(c3cc(C)ccc3C)CC2)cc1
-12%	Cc1nn(-c2ccccc2)c(C)c1NC(=O)Cc1cccs1
-6%[57.5 µM]	Cc1onc(-c2ccccc2)c1C(=O)N1CCCN2C(=O)c3ccccc3C21 (stereo not drawn)
6%	Cc1ccc(OCCN2CCN(C)CC2)c([N+](=O)[O-])c1
0%	Cc1ccc(N(C(=O)c2ccc(CN3CCOCC3)o2)C(C(=O)NCCC(C)C)c2cccs2)c(C)c1 (stereo not drawn)
-9%[57.5 µM]	Cc1cc(/C=C2\SC(=O)NC2=O)c(C)n1-c1ccc(N2CCOCC2)cc1
-2%[57.5 µM]	CCOC(=O)CSc1nc(C)c2cccc(C)c2n1
1%	CCOC(=O)C1=C(CN2CCSCC2)NC(=O)NC1c1ccc2c(c1)OCO2 (stereo not drawn)
11%	O=C(O)COc1ccc2oc3ccccc3c2c1
13%	CSc1nnc(C)c(=O)n1COC(=O)COc1ccc(F)cc1

Additional records:
ERK EGF block	smiles
-1%	CC(C)Cn1c(N)c(C(=O)CCl)c(=O)n(C)c1=O
4%	O=C(O)Cc1cc(C(=O)Nc2ccc(Br)cc2)sc1-c1ccccc1
-4%	N#Cc1cccc(CS(=O)(=O)c2nnnn2C2CCCCC2)c1
1%	CC(NC(=O)c1ccco1)c1ccc2c(c1)OCCO2 (stereo not drawn)
-3%[57.5 µM]	CC(C)(C)/C(O)=C/c1nc2cc(Cl)ccc2oc1=O
-1%[57.5 µM]	O=C(Nc1nc2c(Br)cc(Br)cc2c(=O)s1)c1ccco1
3%[57.5 µM]	Cc1nc(CS(=O)(=O)c2ccccn2)sc1C(=O)NNC(=O)c1c(F)cccc1Cl
-2%	Cc1cccc(C(=O)N/N=C/C(C)Cc2ccc3c(c2)OCO3)c1 (stereo not drawn)
3%	O=C1Nc2ccc([N+](=O)[O-])cc2C1=Nc1cccc(CO)c1
-2%	CCOC(=O)C1=C(CC)OC(N)=C(C#N)C1c1ccc(F)cc1F (stereo not drawn)
4%	COc1ccccc1C(=O)Nc1ccc2c(c1)nc(CN1CCCCC1)n2C
8%[57.5 µM]	O=C(CCn1c(=S)oc2ccccc21)NC1CCCCCCC1

More structures.
ERK EGF block	smiles
19%[57.5 µM]	N#Cc1ccc(-c2cccnc2)nc1SCC(N)=O
-4%	O=C(CSc1c2c(nc3ccccc13)CCC2)N1CCCC1
19%[57.5 µM]	Cc1nn(-c2ccccc2)nc1CNC(=O)C1CCC1
2%	Cc1ccc2nc(C)c(C(=O)N/N=C/c3cccs3)cc2c1
-4%	C#CCOCCOCCOCCNc1nc(N2CCN(C(=O)[C@H]([C@@H](C)CC)n3cc(CCCN=C(N)N)nn3)CC2)nc(N2CCN(C(=O)[C@H](CCCCN)n3cc(CCC(=O)O)nn3)CC2)n1
0%&-2%	COC(=O)C1=C(C)N(Cc2ccco2)C(=O)N[C@H]1c1cccc(C(F)(F)F)c1
0%	COc1ccc(N(C)S(=O)(=O)c2cccc(C(=O)NCc3ccc4c(c3)OCO4)c2)cc1
1%	COC(=O)N1CCC2(CC1)CN(C(=O)Nc1cccc(C#N)c1)C2
8%	N#CCc1c(C#N)c(N)nc(N2CCN(S(=O)(=O)c3ccccc3)CC2)c1C#N
5%	CC/C(C)=N/NC(=S)NCc1ccco1
6%	Fc1ccc(CNCc2ccc(Br)cc2)cc1
-9%[57.5 µM]	CCCC[C@@H]1CN=C(N)N1CCc1cc(C(F)(F)F)cc(C(F)(F)F)c1

Further compounds follow:
ERK EGF block	smiles
2%	CN1CCC2(CC1)C1CN(C)CC=C1C(C#N)=C(N)C2(C#N)C#N (stereo not drawn)
3%	O=C(NC1CCN(Cc2ccccc2)CC1)c1c(F)cccc1F
5%[57.5 µM]	O=C(NCc1ccc(S(=O)(=O)Nc2ccccc2Cl)s1)c1ccccc1
15%	C=C[C@](C)(O)CCC1C(=C)CC(O)C2C(C)(C)CCCC12C (stereo partly drawn)
-8%	Cc1cccc(N2CCN(Cc3nc(-c4cccc(Cl)c4)oc3C)CC2)n1
3%	CC(C)CC1NC(=S)N(Cc2ccccc2)C1=O (stereo not drawn)
4%	COc1ccc(-c2nn(-c3ccccc3)cc2C(=O)N/N=C/c2ccc([N+](=O)[O-])o2)cc1
3%[57.5 µM]	Nc1cc(Cl)nnc1Cl
0%	Cc1ccccc1Cn1cc(S(=O)(=O)CC(=O)N2CCCCC2)c2ccccc21
-11%	CCCn1nnnc1NC(=O)COc1ccc(Br)cc1
-5%	CCCn1c(SCC(=O)Nc2cccc(C)n2)nc2c1c(=O)n(C)c(=O)n2C
7%	COc1ccc(N(CC(=O)NCc2ccco2)S(=O)(=O)c2ccccc2)cc1

Later entries:
ERK EGF block	smiles
6%[57.5 µM]	Cc1ccc(C(=O)Nc2cccc(C(F)(F)F)c2)cc1NC(=O)c1nccn1C
7%	CC(C)Oc1cccc(C(=O)NC(=S)Nc2cccc(NC(=O)c3ccccc3Cl)c2)c1
6%	Cc1ccc(OC(=O)c2cccnc2)cc1
2%	O=C(Oc1coc(CSc2ncccn2)cc1=O)c1cccs1
4%	CCCCOC(=O)c1cccc(NC(=O)CC)c1
9%	COc1ccc(/C(N)=N/OC(=O)C2CCC(=O)N2S(=O)(=O)c2ccc(C)cc2)cc1OC (stereo not drawn)
-3%	COc1ccc(C(CC(=O)c2ccc(C)cc2)Nc2ccc([N+](=O)[O-])cc2)cc1 (stereo not drawn)
25%[57.5 µM]	CCN(CC)S(=O)(=O)c1ccc(N2CCOCC2)c(NC(=O)CCOc2ccccc2)c1
-14%	CSCCNC(=O)c1cccc(Cl)c1
-8%	Cc1cc(C)c(S(=O)(=O)N2CCOC2CNC(=O)C(=O)NCc2cccnc2)c(C)c1 (stereo not drawn)
1%[57.5 µM]	O=S(=O)(c1cnc[nH]1)N1CCN(c2ccc(F)cc2)CC1
-17%	Cc1ccc(C)c(S(=O)(=O)N2CCCOC2CNC(=O)C(=O)NCc2ccco2)c1 (stereo not drawn)

Other records:
ERK EGF block	smiles
?	CN1Cc2c(N3CCOCC3)nc3sc(C#N)c(N)c3c2CC1(C)C
5%	COc1cc2c(cc1OC)CN(c1nc(CN3CCCC3)nc3sc(C)c(C)c13)CC2
0%	Cc1cccc2cc(CN(Cc3cccnc3)C(=O)c3cccs3)c3nnnn3c12
-9%	CC(=O)N[C@@H]1C(O)OC(CO)C(O)C1O (stereo partly drawn)

High-throughput results (PubChem BioAssay)
